# aSyn yeast rescue – qHTS of alpha-syn Inhibitors: NCGC Sytravon Library Screen | hit rate 0.02% among 94,000 | Potency, µM (top dose mostly 46.1 µM), for the others: top-dose growth rescue (activation), usual class: activators | S. cerevisiae alpha-synuclein toxicity rescue, BacTiter-Glo growth, 24 h; active means well fitted activation curve with a large enough effect; inconclusive means small, poorly fitted or top-dose-only effect; further: 0% is about no effect
#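 Growth restoration measured by BacTiter-Glo luminescence after 24 hr at 30 deg C; alpha-synuclein yeast, raffinose-pregrown to mid-log, were added at OD600=0.02 in galactose medium onto pinned compounds.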
# Starred values were filed as active, the others as inactive; u = inconclusive; & = joins results of further samples; [ ] = remark or other dose. Potency means the concentration at half of the fitted maximal effect.
molecule,aSyn yeast rescue
COCCCn1c(=O)/c(=C\c2ccccc2OC(F)F)s/c1=C(/C#N)C(=O)N1CCOCC1,5%
CCOC(=O)N1CCC(N2C(=O)c3ccccc3C2Nc2ccc(S(=O)(=O)N(CC)CC)cc2)CC1 (stereo unspecified),-13%
Cc1c(C#N)c2ccccc2n1CC(=O)N1CCc2ccccc2C1,-9%
COc1ccc(N2CC(NC(=O)/C=C\c3ccccc3)CC2=O)cc1OC (stereo unspecified),4%
CC(=O)N1c2ccc(S(=O)(=O)N3CCN(c4cc(Cl)ccc4C)CC3)cc2CC1C (stereo unspecified),-7%
CCOc1ccc(OCC)c(NC(=O)C2CCN(c3nnc(-n4cccc4)s3)CC2)c1,-1%
COc1ccc2c(c1)c1c(c(=O)n(-c3ccc(OC)c(OC)c3)c(=O)n1Cc1ccccc1F)n2C,-6%
CCOc1ccc(NC(=O)c2c(C)nn(-c3ccc(F)cc3)c2-n2cccc2)cc1,-1%
O=C(Nc1cccc(Cl)c1)c1ccc(F)c(S(=O)(=O)N2CCC3(CC2)OCCO3)c1,9%
CCOC(=O)C1CCN(C(=O)c2ccc3c(c2)sc2nc(-c4ccc(OCC)cc4)cn23)CC1,-7%
CCCC1NC(=O)c2cc3ccccc3cc2-n2c1nc1cc(Cl)ccc1c2=O (stereo unspecified),4%
COc1ccc(C2c3c(n(C)c4ccccc34)C(=O)N2CC(=O)Nc2ccccc2F)cc1 (stereo unspecified),0%
CN(CC1CCCN(CCc2ccccc2F)C1)C(=O)c1cc2ccccc2o1 (stereo unspecified),1%
O=C(Nc1nnc(-c2ccccc2F)s1)c1ccccc1F,-14%
CCc1cccc(CC)c1NC(=O)CCS(=O)(=O)c1ccc(Br)s1,-2%
O=C(NC1CC(=O)N(c2ccccc2)C1)c1ccc(S(=O)(=O)N2CCOCC2)cc1 (stereo unspecified),-1%
Cc1ccc(NC(=O)CCCn2c(=O)c3cccn3c3ccccc32)c(Cl)c1,-3%
COc1ccccc1CNC(=O)c1nn(-c2ccc(C)cc2)c(=O)c2c1c1ccccc1n2C,-2%
COc1cccc(CNC(=O)c2c(C)nn(-c3cccc(C)c3)c2-n2cccc2)c1,-4%
Nc1nc(COC(=O)CCC(=O)c2ccccc2)nc(Nc2ccccc2)n1,9%
CC1Sc2ccc(C(=O)Nc3ccc(S(=O)(=O)N(C)C)cc3)cc2NC1=O (stereo unspecified),-6%
CC(=O)NS(=O)(=O)c1ccc(NC(=O)c2oc3c(Cl)cccc3c2C)cc1,2%
O=C(NCCc1ccccc1)c1ccc2c(c1)N(Cc1ccccc1F)C(=O)c1ccccc1S2=O (stereo unspecified),5%
COc1cc(/C=C/C(=O)OCC(=O)Nc2ccc3c(c2)OCCO3)ccc1O,-5%
COc1ccc(Cl)cc1NC(=O)CCS(=O)(=O)c1cc2c(cc1C)NC(=O)CO2,9%
CCOC(=O)c1sc2ccccc2c1S(=O)(=O)Nc1ccc(CC)cc1,7%
COc1cccc(C(c2sc3ncnn3c2O)N2CC(C)OC(C)C2)c1 (stereo unspecified),-14%
CCCCn1cc(S(=O)(=O)c2ccc(C)c(C)c2)c(=O)c2cc(F)c(N3CCN(C)CC3)cc21,7%
O=C(COc1ccc(Cl)cc1)NCCc1csc(-c2ccc(F)cc2)n1,0%
Cc1ccc(S(=O)(=O)NCCC(=O)NCC(=O)Nc2c(C)cccc2C)cc1C,1%
C[C@H]1CN([C@@H](C)CO)C(=O)c2c(c3ccccc3n2C)-c2ccccc2CO[C@H]1CN(C)Cc1cccc(F)c1,10%
Cc1cc(C)cc(NC(=O)CSc2nnc(CNC(=O)c3c(F)cccc3Cl)o2)c1,5%
C[C@H](CO)N1C[C@H](C)[C@H](CN(C)S(=O)(=O)c2ccc(Cl)cc2)OCc2ccccc2-c2c(n(C)c3ccccc23)C1=O,1%
Cc1ccc(S(=O)(=O)N2CCCCC2)cc1NC(=O)C1CCN(C(=O)OC(C)(C)C)CC1,-1%
Cc1cccc(-c2nc(NCCN(C)C)c3ccccc3n2)c1,3%
CC(C)(C)C(=O)Nc1nnc(SCC(=O)NCc2ccco2)s1,-4%
CCOC(=O)c1ccc(NC(=O)c2nc(SCc3ccccc3F)ncc2Cl)cc1,-6%
CCCOc1ccc(C2C(C(=O)c3ccco3)=C(O)C(=O)N2CCCn2ccnc2)cc1OC (stereo unspecified),5%
Cn1cc(S(=O)(=O)N2CCOCC2)cc1C(=O)NCc1ccccc1Cl,-2%
CC(=O)N1CCCc2ccc(NS(=O)(=O)c3ccc(C)c(C)c3)cc21,4%
CCn1cc(S(=O)(=O)N2CCN(Cc3cccc(Cl)c3)CC2)cn1,11%
COCCNC(=O)C(=O)NCC(c1cccnc1)N1CCN(c2ccccc2OC)CC1 (stereo unspecified),0%
Cc1ccc2c(c1)N(C(=O)CCC(=O)Nc1ccccc1Cl)CC(C)O2 (stereo unspecified),-4%&-7%
COc1cccc(OCC(=O)O/N=C(\N)c2ccncc2)c1,7%
Cc1ccc2c(c1)N(C(=O)CCC(=O)N1CCOCC1)CC(C)O2 (stereo unspecified),5%
CCOC(=O)CN(C(=O)COc1nc(C)cc(C)c1C#N)c1cccc(Cl)c1,-6%
Cc1cc(C)n(CC2CC(=O)N(c3ccc(Cl)cc3)C2=O)n1 (stereo unspecified),9%
O=C(O)c1ccc(N/N=C2/CCCc3ccccc32)cc1,14%
Nc1cc(C(=O)OCC(=O)N2CCCC2=O)ccc1Cl,5%
CCCn1c(SCc2nc(-c3ccc(OC)cc3OC)no2)nnc1-c1ccc(Cl)cc1,-4%
C[C@@H]1CN([C@@H](C)CO)C(=O)CCCn2nncc2CO[C@H]1CN(C)Cc1ccc2cccnc2c1,3%
CCC1CCCCN1CC(=O)Nc1cc(C)c2c(=O)oc3ccccc3c2n1 (stereo unspecified),1%
Cc1ccc(-n2nc(C)c3c(C(=O)NCCc4ccc(S(N)(=O)=O)cc4)cc(C)nc32)cc1,-3%
CC1CCCC(C)N1c1nnc(NC(=O)c2cc(-c3ccc(Br)cc3)on2)s1 (stereo unspecified),10%
Cc1ccc(C(=O)N2CCN(c3cccc(Cl)c3)CC2)cc1-n1c(C)nc2cccnc21,4%
OCc1cccc[n+]1CCc1ccccc1,0%

# Carrying on:
molecule,aSyn yeast rescue
CCOc1cc(/C=N/O)cc(Br)c1OCC(=O)NCc1ccccc1,7%
COc1ccc(NC(=O)C(=O)NCC(c2ccc3c(c2)OCO3)N2CCN(C)CC2)cc1 (stereo unspecified),-4%
CCCOc1ccc(-c2nc(SCC(=O)c3ccc(Cl)cc3)n[nH]2)cc1,4%
Cc1ccc2c(Sc3ccc(Cl)cc3)c(C(=O)N3CCC(C)CC3)[nH]c2c1,u
CCOC(=O)/C=C/C(=O)Nc1cc(S(=O)(=O)Nc2ccc(OC)cc2)ccc1N1CCOCC1,2%
O=C(Nc1nnc(S(=O)(=O)N2CCCc3ccccc32)s1)c1cccc(Cl)c1,-5%
COc1ccc(CNC(=O)C(=O)Nc2cc(Cl)ccc2OC)cc1,-14%
O=C(Nc1ncccc1O)c1cc2ccccc2o1,-18%

# Given with each value named: entries from further up
CCCOc1ccc(-c2nc(SCC(=O)c3ccc(Cl)cc3)n[nH]2)cc1
  aSyn yeast rescue: 4%

Cc1ccc2c(Sc3ccc(Cl)cc3)c(C(=O)N3CCC(C)CC3)[nH]c2c1
  aSyn yeast rescue: u

CCOC(=O)/C=C/C(=O)Nc1cc(S(=O)(=O)Nc2ccc(OC)cc2)ccc1N1CCOCC1
  aSyn yeast rescue: 2%

O=C(Nc1nnc(S(=O)(=O)N2CCCc3ccccc32)s1)c1cccc(Cl)c1
  aSyn yeast rescue: -5%

# (next part)
molecule,aSyn yeast rescue
O=C(NCCCc1nc2ccccc2n1Cc1ccc(Cl)cc1)c1ccco1,-1%
Cc1onc(-c2ccc(Cl)cc2Cl)c1-c1csc(COc2ccccc2)n1,0%
O=Cc1cn(CCOc2ccc(F)cc2)c2ccccc12,4%
Cc1ccc(S(=O)(=O)N(C)C[C@H]2Oc3cc(Br)ccc3S(=O)(=O)N([C@H](C)CO)C[C@H]2C)cc1,9%
COc1ccc(-n2c(Cc3cccn3C)nnc2SCC(=O)Nc2ccc(F)cc2)cc1,7%
CCCCCC(=O)N1C[C@@H](O)[C@H](n2cc(C3CC3)nn2)C[C@@H]1c1ccc(C)cc1,11%
CCN(CC(=O)NCc1ccc(F)cc1)C(=O)c1cc2ccccc2o1,u
Cc1cccc(Cc2c(C)nc3nc(SCC(=O)NC4CCCCC4)nn3c2C)c1,5%
Cc1ccc(C(=O)OCC(=O)N2CC(C)OC(C)C2)cc1 (stereo unspecified),-4%
Cc1ccc(C)c(S(=O)(=O)N2CCN(C(=O)c3ccncc3)CC2)c1,-5%
COc1ccccc1C(=O)N1CCN(C(=O)c2oc3c(C)c(C)ccc3c2C)CC1,13%
O=S(=O)(Nc1ccc(S(=O)(=O)N2CCOCC2)cc1)c1ccc(Br)cc1,-1%
COc1cccc(NC(=O)C2CCN(S(=O)(=O)c3c(C)noc3C)CC2)c1,5%
COc1cc2nc(SCC(=O)Nc3c(C)cc(C)cc3C)n3nc(CCn4c(C)nc5ccccc54)nc3c2cc1OC,-11%
O=C(O)COc1ccccc1/C=N/NC(=O)c1cc(-c2ccc(Cl)cc2)nc2ccccc12,-12%
COC(=O)c1ccc(NC(=O)c2cc3cc(C)ccc3n2C)cc1,-5%
COc1cc(C(=O)Oc2c(Sc3ccc(C)cc3)c(C)nn2-c2ccccc2)cc(OC)c1OC,-9%
Cc1cccc(N2CCN(C(=O)CNC(=O)c3ccccc3)CC2)c1C,6%
CCN(CC)CCNC(=O)C1CCN(c2nn3cc(-c4ccc(F)cc4)nc3s2)CC1,7%
O=C(CNS(=O)(=O)c1ccc(F)cc1)N1CCOCC1,2%
c1ccc(Cc2c(-c3ccccc3)nc3c4ccccc4ccn23)cc1,-3%
O=C(Nc1ccc2c(c1)OCCO2)c1cc(-c2ccccn2)nc2ccc(Br)cc12,-15%
Cc1sc2ncnc(Nc3ccc(O)cc3)c2c1C,-10%
O=C(CN(C(=O)c1csnn1)c1ccc(F)c(Cl)c1)NCc1ccccc1,-4%
Nc1nonc1C(=O)N/N=C/c1ccc(Br)o1,7%
COCCNC(=O)c1ccc2c(c1)NC(=O)C(CS(=O)(=O)Cc1ccc(F)cc1Cl)N2 (stereo unspecified),-1%
COc1cc(OC)cc(N2CCN(S(=O)(=O)c3ccc(-n4cnnn4)cc3)CC2)c1,-7%
CCOc1c2ccoc2nc2c(OC)c(OC)ccc12,-4%
CCN1C(=O)[C@H]2[C@@H](c3ccc(C(F)(F)F)cc3)N[C@]3(CCCN(Cc4ccco4)C3=O)[C@H]2C1=O,-10%
CC(C)(C)c1ccc(C(=O)NCC(c2cccs2)S(=O)(=O)c2ccc(F)cc2)cc1 (stereo unspecified),-1%
CCCCN(C(=O)C1CC(=O)N(c2ccc3c(c2)OCCO3)C1)c1c(N)n(CC(C)C)c(=O)[nH]c1=O (stereo unspecified),-47%[inhibitor]
COc1cccc(CNC(=O)CCC(=O)N2CCSc3ccccc32)c1OC,7%
Cc1ccc(CN(C(=O)c2csnn2)C(C(=O)NC2CCCC2)c2ccco2)cc1 (stereo unspecified),-7%
CCC(C(=O)Nc1cc(F)ccc1F)n1nc(-c2cc(C)ccc2C)ccc1=O (stereo unspecified),u
COCCn1c(C)cc(O)c(C(c2ccc(OC)cc2)N2CCCCC2)c1=O (stereo unspecified),-7%
COc1cc2[nH]c(=O)n(Cc3ccc(C(=O)N4CCN(c5ccc(Cl)cc5)CC4)cc3)c(=O)c2cc1OC,-10%
CCCN(C(=O)CSc1nc2cc(S(=O)(=O)N(CC)CC)ccc2o1)C1CCS(=O)(=O)C1 (stereo unspecified),-3%
CCOC(=O)N1CCc2c(sc(NCc3sccc3C)c2C(=O)Nc2ccc(OC)cc2OC)C1,17%
COCCn1c(=S)[nH]c2cc(C(=O)NC3CCCCC3C)ccc2c1=O (stereo unspecified),0%
Cc1ccc(NC(=O)c2cc(S(=O)(=O)N3CCCC(C)C3)cn2C)c(Br)c1 (stereo unspecified),-3%

# Reformatted with each value named: 2 of the compounds above.
molecule: CCC(C(=O)Nc1cc(F)ccc1F)n1nc(-c2cc(C)ccc2C)ccc1=O (stereo unspecified)
  aSyn yeast rescue: u
molecule: Cc1ccc(NC(=O)c2cc(S(=O)(=O)N3CCCC(C)C3)cn2C)c(Br)c1 (stereo unspecified)
  aSyn yeast rescue: -3%

# New compounds follow
molecule,aSyn yeast rescue
COc1ccc(C(CC(=O)NCc2ccc(Cl)cc2)N2Cc3ccccc3C2=O)cc1OC (stereo unspecified),-3%
CCc1cccc(CC)c1NC(=O)CCS(=O)(=O)c1ccc2c(c1)CCN2C(C)=O,3%
O=C(CCC(=O)N1CCOc2ccccc21)NCCCc1ccccc1,1%
Cc1ccc(C)c(NC(=O)C2CCCN(S(=O)(=O)c3cn(C)cn3)C2)c1 (stereo unspecified),0%
CCOC(=O)N1CCN(C(=O)C2CCN(c3nnc(-n4cccc4)s3)CC2)CC1,13%
Cc1sc2ncn(CC(=O)N3CCN(c4cccc(Cl)c4)CC3)c(=O)c2c1S(=O)(=O)N1CCC(C)CC1,-4%
N#CCC(=O)c1sccc1-n1cccc1,8%
Cc1cccc(C(=O)Nc2nc(-c3ccc(Br)cc3)ns2)c1,2%
Cc1ccc2c(c1)N(C(=O)N1CCC(C(=O)NC3CCCCCC3)CC1)CCO2,7%

# High-throughput results as filed in PubChem BioAssay.

# Some of the compounds tested (hit frequency here may not be typical).
